PLK1 PBD block: blocks phosphopeptide binding to human PLK1 polo-box domain; P53350; Plk1 PBD binding of FITC phosphopeptide, fluorescence polarization; Potency, µM, inactives show max response, negative = inhibition, actives largely listed as inhibitors; 360,000 tested, 2.8% active; also: potency is read from the fitted curve at half-maximal effect; series mostly up to about 57 µM; % is scaled to controls: 0 for no effect and ±100 for the full control effect; nearly all actives have a fitted effect of over 65% in size
IL-2 act: IL-2 activation. IL-2 activation reporter assay, cell-based qHTS; stimulated with anti-CD3/CD4/CD28 beads; in transgenic mouse T cells. activation, % (series mostly up to about 46 µM). 360,000 tested, 0.065% active; in the data active = activation above about 50%; inconclusive = mostly about 30% to 49%; also: 0% is about no effect
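Unstimulated transgenic mouse T cells preincubated 60 min with compound, then stimulated with anti-CD3/anti-CD4-coated beads plus anti-CD28 for 18 h at 37 degrees C. IL-2 response read as EGFP and DsRed fluorescence by plate cytometry.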
EPAC1 ag: EPAC1 (human) agonism; O95398; 360,000 tested, 0.073% active; EPAC1 agonist qHTS, biochemical assay; response scale: 100% = response to 6.5 mM cAMP; Potency, µM (highest dose often 154 µM), for inactives: at the highest dose activation, usual class: activators; also: potency is read from the fitted curve at half-maximal effect; nearly all actives have a fitted effect of over 60% in size
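Fluorescent GDP-exchange assay: 100 nM EPAC1 with 250 nM Rap1B preloaded with BODIPY-GDP and 50 uM GDP; compounds tested as concentration series, 5 min at room temperature, then read every 5 min for 30 min (ex 480/em 540 nm); normalized to 6.5 mM cAMP.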
EPAC1 antagonist: blocks human EPAC1 exchange factor; EPAC1 GEF assay, Rap1b-BODIPY-GDP exchange fluorescence; Potency, µM (doses to about 115 µM), for inactives: at the top dose activity change, negative = inhibition, usual class: inhibitors; 360,000 tested, 0.14% active;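 also: potency is read from the fitted curve at half-maximal effect; plate controls were vehicle for no effect and positive control for full effect; nearly all actives have a fitted effect of over 50% in size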
PI5P4K alpha inh: PI5P4K alpha (human) kinase inhibition; P48426; PI5P4Kalpha enzyme, ADP-Glo luminescence, 60 min; active compounds read low; max response, %; 330,000 tested, 1.2% active; AID 652105; active = max response of -50% or lower; inconclusive = between -30% and -50%; inactive = -30% or higher; also: value at the top dose of about 77 µM; % is scaled to controls: 0 for no effect and ±100 for the full control effect
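Single end-point luminescence (ADP-Glo) quantified ADP from PI5P4Kalpha turnover; ATP 5 microM final, 1 h at RT, 0.1% CHAPS and 0.28 mM EGTA in HEPES pH 7.4.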
Abeta rescue: A-beta toxicity reversal in yeast; yeast expressing A-beta42, growth rescue, OD600, 48 h; response scale: 0% DMSO, 100% iron-clioquinol control; Potency, µM (doses to about 46.1 µM), for the others: at the top dose growth rescue, hits mostly activators; 410,000 tested, 0.063% active; AID 1347071; also: potency is read from the fitted curve at half-maximal effect; nearly all actives have a fitted effect of over 55% in size
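Growth rescue measured by 600 nm absorbance after 48 h yeast culture at 30 C with compound. Values normalized between DMSO and an equimolar ferric chloride plus clioquinol control.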
WRN inhibitor: blocks human WRN helicase; WRN helicase unwinding, fluorescent forked duplex, kinetic; Q14191; 360,000 tested, 0.46% active; Potency, µM (series often up to 114 µM), without a hit: at the highest dose activity change, negative = inhibition, actives largely listed as inhibitors; also: potency is read from the fitted curve at half-maximal effect; % is scaled to controls: 0 for no effect and ±100 for the full control effect; nearly all actives have a fitted effect of over 55% in size
Target sequence (Q14191 whole entry, looked up): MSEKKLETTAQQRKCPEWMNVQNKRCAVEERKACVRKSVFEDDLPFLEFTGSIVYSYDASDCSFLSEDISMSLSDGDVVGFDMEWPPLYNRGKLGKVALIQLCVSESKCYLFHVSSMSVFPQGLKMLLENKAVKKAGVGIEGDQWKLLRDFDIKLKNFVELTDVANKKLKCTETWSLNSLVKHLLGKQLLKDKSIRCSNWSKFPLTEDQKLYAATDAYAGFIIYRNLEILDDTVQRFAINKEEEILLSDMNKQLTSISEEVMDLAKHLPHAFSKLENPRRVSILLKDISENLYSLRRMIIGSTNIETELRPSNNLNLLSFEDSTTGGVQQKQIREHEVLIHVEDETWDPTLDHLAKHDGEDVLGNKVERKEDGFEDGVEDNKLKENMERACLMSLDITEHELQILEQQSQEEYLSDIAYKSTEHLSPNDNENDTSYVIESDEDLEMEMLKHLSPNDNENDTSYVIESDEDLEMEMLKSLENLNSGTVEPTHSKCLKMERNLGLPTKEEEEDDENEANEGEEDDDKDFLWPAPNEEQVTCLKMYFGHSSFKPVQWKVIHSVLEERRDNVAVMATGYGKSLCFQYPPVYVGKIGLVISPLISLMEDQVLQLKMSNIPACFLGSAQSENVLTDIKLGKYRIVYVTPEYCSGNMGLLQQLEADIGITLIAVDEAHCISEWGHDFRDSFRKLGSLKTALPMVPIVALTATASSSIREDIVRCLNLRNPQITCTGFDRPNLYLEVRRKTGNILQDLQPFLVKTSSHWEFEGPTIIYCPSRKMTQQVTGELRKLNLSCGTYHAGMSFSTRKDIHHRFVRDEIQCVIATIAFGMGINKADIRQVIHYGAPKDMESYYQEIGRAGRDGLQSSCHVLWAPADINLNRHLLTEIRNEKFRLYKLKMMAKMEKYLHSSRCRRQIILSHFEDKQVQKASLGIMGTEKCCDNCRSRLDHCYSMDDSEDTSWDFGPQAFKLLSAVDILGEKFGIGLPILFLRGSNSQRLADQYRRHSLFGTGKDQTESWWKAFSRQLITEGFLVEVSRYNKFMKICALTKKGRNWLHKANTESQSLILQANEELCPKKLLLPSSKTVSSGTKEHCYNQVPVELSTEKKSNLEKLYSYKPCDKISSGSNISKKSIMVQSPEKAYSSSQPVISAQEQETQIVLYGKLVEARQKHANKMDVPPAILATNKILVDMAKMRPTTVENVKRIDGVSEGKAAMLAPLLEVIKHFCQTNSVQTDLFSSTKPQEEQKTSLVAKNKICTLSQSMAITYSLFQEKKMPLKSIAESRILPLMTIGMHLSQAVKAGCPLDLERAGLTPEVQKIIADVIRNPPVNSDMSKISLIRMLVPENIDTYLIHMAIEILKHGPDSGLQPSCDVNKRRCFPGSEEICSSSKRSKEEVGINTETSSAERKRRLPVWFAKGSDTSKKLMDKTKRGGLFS
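Kinetic red-fluorescence monitoring (525/598 nm) tracks WRN helicase activity after 100 nM fluorophore-quencher forked duplex and 2 mM ATP are added to 20 nM enzyme pretreated 15 min at room temperature with compound.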
FUS yeast rescue: FUS proteinopathy suppression in yeast; AID 1347120; S. cerevisiae FUS-expressing, growth rescue, OD600, 24 h; Potency, µM (series often up to 76.6 µM), for the others: top-dose growth rescue (activation), most hits filed as activators; 390,000 tested, 0.24% active;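 also: potency is read from the fitted curve at half-maximal effect; plate controls were DMSO vehicle for no effect and reference control for full effect; nearly all actives have a fitted effect of over 55% in size; some results filed as inactive show a strong effect at the top dose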
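Restored growth of FUS-toxic S. cerevisiae, read as 600 nm absorbance after 24 h at 30C in galactose medium (starting OD 0.005). Controls CP55940 and DMSO.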
The depositor's hits bear a star; u = inconclusive; x = not tested or not shown; [ ] = remark or other dose. Unless noted, calls follow the shape of the dose curve; as a rule, active = well fitted curve in the direction sought with a large enough effect; inconclusive = small, poorly fitted or top-dose-only effect, or another doubt; inactive = no such curve, though single readings can be large; an effect the other way counts as inactive or inconclusive.

SMILES	PLK1 PBD block	IL-2 act	EPAC1 ag	EPAC1 antagonist	PI5P4K alpha inh	Abeta rescue	WRN inhibitor	FUS yeast rescue
CCN(CC)S(=O)(=O)c1ccc(N2CCCCC2)c(NC(=O)/C=C/c2ccc(OC)c(OC)c2)c1	0%	4.4	-6%	-4%	7	11%	-22%[57.1 µM]	u
COc1cc(Br)cc2cc(C(=O)N3CCCCC3C)c(=O)oc12 (stereo not drawn)	-10%	-1.8	-3%	8%	-1	6%	5%	-4%
Cn1cnnc1SCC(=O)Nc1c(F)cc(F)cc1Br	u	-0.5	4%	0%	-4	6%	-2%	-17%
O=C(NCc1cccs1)C1CCCCC1	-7%	-0.3	7%	-2%	x	3%	4%	17%
O=C(C1=C[C@H](c2ccccc2)C[C@H](OCCCCO)O1)N1CCN(Cc2ccc3c(c2)OCO3)CC1	-9%	0.3	4%	2%	-2	-1%	-8%	3%
CCCOc1ccc(N2C(=O)CC(N(CCc3ccc(OC)c(OC)c3)C(=S)Nc3ccccc3)C2=O)cc1 (stereo not drawn)	2%	-3.3	-3%	-4%	0	10%	1%	x
Cc1ccc(N2CC(C(=O)Nc3ccc(S(=O)(=O)N4CCOCC4)cc3)CC2=O)cc1 (stereo not drawn)	-10%	0.3	3%	4%	x	5%	-3%	31%
CC1CCc2c(sc3nc4n(c(=O)c23)CCS4)C1 (stereo not drawn)	-4%	-2.7	1%	12%	x	-19%	1%	-11%
O=[N+]([O-])c1cccc(CSc2nc3ccccc3[nH]2)c1	2%	-0.8	-1%	-13%	1	-8%	-15%	-7%
COC(=O)CC1C(=O)NCCN1C(=O)c1sc2ccccc2c1Cl (stereo not drawn)	-4%	-0.6	8%	-8%	-2	-8%	-3%	5%
Cc1ccc(CNC(=O)CCn2cc(-c3ccc(C)cc3)nc2-c2ccncc2)cc1	-6%	-0.3	-22%	-25%	13	-8%	-2%	-2%
COc1ccc(/C(O)=C2/C(=O)C(=O)N(CCCC(=O)O)C2c2ccc(OC)cc2)cc1 (stereo not drawn)	-1%	-1.4	-11%	9%	-4	14%	1%	3%
CSc1ccccc1OCc1cc(C(=O)NCCc2nc(C)cc(C)n2)no1	-4%	0.4	4%	-2%	5	x	-2%	36%
COc1ccc(N/C(N)=N/c2nc(CSc3ccc(Cl)cc3)cc(=O)[nH]2)cc1	3%	-1.0	4%	-3%	x	8%	-4%	-4%
CCOC(=O)COc1ccc(Br)cc1/C=C\c1[nH]c(=O)[nH]c(=O)c1[N+](=O)[O-]	-20%	-0.4	-13%	u	-74*	25%	-7%[11.6 µM]	x
COc1cc(/C=C/c2cc(C(=O)O)c3ccccc3n2)ccc1OC(F)F	-17%	0.2	-7%	u	1	-6%	2%	2%
COC(=O)c1cc(OC)c(OC)cc1NC(=S)N1CCN(c2ccccc2)CC1	-7%	3.7	18%	-8%	x	-22%	-14%	20%
CCOC(=O)C(NC(=O)Nc1ccccc1)(OCC)C(F)(F)F (stereo not drawn)	-3%	-0.4	1%	6%	-2	-7%	5%	-29%
CCCn1c(SCC(=O)NCc2ccccc2Cl)n[nH]c1=O	-6%	1.2	6%	-15%	-2	-2%	0%	-10%
CC(C)c1ccc(S(=O)(=O)N2CCN(C(C)C(=O)Nc3ccccc3-c3ccccc3)CC2)cc1 (stereo not drawn)	-8%	-0.3	12%	-23%	2	20%	-23%	13%

A second format for some results above.
COc1ccc(/C(O)=C2/C(=O)C(=O)N(CCCC(=O)O)C2c2ccc(OC)cc2)cc1 (stereo not drawn)
  PLK1 PBD block: -1%
  IL-2 act: -1.4
  EPAC1 ag: -11%
  EPAC1 antagonist: 9%
  PI5P4K alpha inh: -4
  Abeta rescue: 14%
  WRN inhibitor: 1%
  FUS yeast rescue: 3%

O=C(NCc1cccs1)C1CCCCC1
  PLK1 PBD block: -7%
  IL-2 act: -0.3
  EPAC1 ag: 7%
  EPAC1 antagonist: -2%
  PI5P4K alpha inh: x
  Abeta rescue: 3%
  WRN inhibitor: 4%
  FUS yeast rescue: 17%

(list continues)
SMILES	PLK1 PBD block	IL-2 act	EPAC1 ag	EPAC1 antagonist	PI5P4K alpha inh	Abeta rescue	WRN inhibitor	FUS yeast rescue
CCn1c(=O)n(CC)c2cc(S(=O)(=O)N3CCCCC3)c(C)cc21	-4%	-1.0	-3%	6%	x	1%	6%	12%
CCOc1ccc(OCCOC(=O)C2CCN(S(=O)(=O)c3ccc(C)c(C)c3)CC2)cc1	-8%	-0.8	9%	5%	-1	9%	1%	20%
Cc1ccc(-n2ncc(C(=O)NC3CC3)c2C2CCN(C(=O)OC(C)(C)C)CC2)cc1	-4%	0.2	-1%	1%	-1	4%	4%	39%
Cc1[nH]c2ccccc2c1C(=O)CN1C(=O)NC(C)(c2ccc(Cl)cc2Cl)C1=O (stereo not drawn)	5%	-2.3	-4%	-4%	10	-13%	-2%	u
Cc1cc(C)c(C)c(S(=O)(=O)Nc2cccc(S(=O)(=O)Nc3ccccc3C(=O)O)c2)c1C	u	0.8	-16%	u	-13	7%	u	42%
O=C(NCCc1nc(-c2ccccc2)no1)c1ccccc1	-5%	0.2	-2%	-5%	4	-2%	1%	-7%
CCc1cc2c(CN3CCN(CC)CC3)cc(=O)oc2cc1O	-8%	0.5	0%	-19%	4	-13%	3%	16%
COc1ccc(C2CC(c3ccccc3)n3nc(NC(=O)c4cccs4)nc3N2)cc1 (stereo not drawn)	-5%	-0.7	9%	-8%	2	6%	-26%	x
Cc1cccc(N(CC(=O)N2CCN(c3ccccc3F)CC2)S(C)(=O)=O)c1	-10%	1.6	-15%	-3%	1	5%	-8%	-4%
COC(=O)[C@]12CCCCC=C1N(Cc1cccc3ccccc13)C(=O)[C@H](CC(=O)NCc1ccc(OC)c(OC)c1)C2	-12%	-0.9	5%	-14%	7	3%	-9%	u
COc1cc2[nH]c(=O)c(C(=O)NCc3ccc(C)cc3)c(O)c2cc1OC	-2%	-1.1	14%	-16%	0	4%	9%	-14%
COc1cc(/C=C2/CCCC(C(=O)C(F)(F)F)=C2O)ccc1O	-6%	0.9	6%	-35%	-12	-13%	u	-6%
O=C(NC(=S)NCc1ccc(Cl)cc1)c1ccco1	1%	-0.4	10%	-22%	12	u	-14%	6%
Cc1cc(C)n2nc(SCC(=O)NC(=O)NCc3ccco3)nc2n1	17µM*	-2.7	-3%	5%	-20	-6%	-10%	5%
O=C(CNC(=O)C1CCCCC1)Nc1ccc(Cl)cc1	-4%	1.1	-4%	3%	-6	5%	-6%	13%
COCC(=O)n1nc(-c2ccccc2)nc1NCc1ccc(N(C)C)cc1	-4%	-0.4	0%	-4%	-2	14%	-4%	18%
CCc1cccc(C)c1NC(=O)CSc1nnc(CCCOc2ccc(Cl)cc2Cl)n1C	-10%	0.8	-12%	-30%	6	13%	-18%	x
COC(=O)C(c1ccccc1)N(Cc1cccc(CN(C(C(=O)OC)c2ccccc2)S(C)(=O)=O)c1)S(C)(=O)=O (stereo not drawn)	0%	0.6	-10%	-2%	0	11%	0%	u
O=S1(=O)CC(N2CCSCC2)CN1Cc1cn(Cc2ccc(F)cc2)nn1 (stereo not drawn)	-12%	7.2	9%	-9%	-28	-14%	-5%	-8%
O=C1CCCC(O)=C1C(C#Cc1ccccc1)C1=C(O)CCCC1=O	2.4µM*	-1.3	3%	-19%	u	-39%[inhibitor]	u	35%
COc1ccccc1NC(=O)Cn1cnc2c(nnn2-c2ccc(C)cc2)c1=O	-6%	-0.4	3%	-5%	-2	-5%	4%	5%
O=S(=O)(Nc1ccccc1-c1ccccc1)c1ccccc1	-3%	0.9	12%	-19%	2	0%	-9%	6%
Brc1ccc(-c2nn3c(-c4ccco4)nnc3s2)o1	u	-2.9	3%	-6%	x	-25%	u	31%
CCCc1nnc(NC(=O)CCC(=O)NC2CC2)s1	-4%	-0.1	-3%	-11%	-4	-8%	-6%	-10%
Cc1cccc(-n2ccnc2CN2CCN(C3CCCC3)C(CCO)C2)c1 (stereo not drawn)	-2%	-0.1	10%	6%	0	7%	-8%	-21%
C=CCN(Cc1ccc(OC)c(OC)c1)C(=O)c1cc2cc(F)ccc2[nH]1	-2%	-4.2	7%	u	5	7%	-6%	18%
CC1CCCC(C)N1c1nnc(NC(=O)Cn2c(=O)oc3ccccc32)s1 (stereo not drawn)	-7%	1.9	-1%	-8%	-7	-2%	-2%	-14%
O=S1(=O)[C@H]2C[C@H](CO)O[C@@]2(CO)CN1Cc1ccc(-c2cccc(Cl)c2)cc1	-8%	-0.1	-1%	-23%	19	8%	3%	15%
COc1ccc(-c2nc(C#N)c(N3CCCCC3)o2)cc1	-7%	-4.0	11%	-14%	-1	10%	-5%	25%
O=C(NCCCNC(=O)c1ccco1)c1cccc(F)c1	1%	-0.6	2%	-6%	3	4%	15%	23%
CN(/N=C/c1ccncc1)c1cnn(-c2ccc(F)c(Cl)c2)c(=O)c1Cl	-1%	-2.1	-5%	7%	-1	13%	3%	-17%
COc1ccc(/C=C/c2nnc(NC(=O)COc3ccccc3)s2)cc1	-2%	5.6	10%	-3%	-21	-7%	-2%	32%
CN(C)CCN(C(=O)c1ccc(C(=O)c2ccccc2)cc1)c1nc2cc3c(cc2s1)OCO3	-12%	-3.3	11%	-6%	-14	-15%	-30%	x
O=C(NCc1ccc2c(c1)OCO2)C12CC3CC(CC(C3)C1)C2	-1%	-0.6	9%	12%	1	17%	-2%	13%
O=C1C2CCCN2C(c2ccccc2F)N1c1cccc(Cl)c1 (stereo not drawn)	-4%	-2.9	1%	-8%	-3	2%	5%	-23%
COCCNC(=O)c1cc2c3ccccc3n(C)c2s1	-29%	-2.2	5%	-9%	x	8%	2%	34%
Cn1cnnc1SCC(=O)c1ccc(OC(F)F)cc1	-15%	0.7	0%	u	x	3%	-4%	11%
Cc1ccc(NC(=O)C(SCC(=O)O)c2ccccc2)cc1C (stereo not drawn)	-3%	0.9	-2%	11%	0	1%	1%	3%
NS(=O)(=O)c1ccc(NC(=O)COc2ccc(C(=O)c3ccc(F)cc3)cc2)cc1	3%	-2.4	-23%	9%	u	-7%	-16%	-5%
O=C(CSCc1ccc([N+](=O)[O-])cc1)Nc1ccc(S(=O)(=O)N2CCCCCC2)cc1	-4%	-0.4	2%	-15%	-4	2%	-14%	x
Cc1ccccc1-n1nnnc1SCC(=O)c1c(N)n(C2CC2)c(=O)[nH]c1=O	-1%	-1.1	1%	11%	0	-13%	-7%	17%
Cn1c(COc2ccc([N+](=O)[O-])cc2)nnc1SCC(=O)NCC1CCCO1 (stereo not drawn)	-14%	-2.0	4%	13%	-8	-11%	8%	8%

High-throughput results as filed in PubChem.
